Screening results from PubChem.
CHT block = inhibits the human high affinity choline transporter. Q9GZV3. CHT-expressing cells, membrane potential dye, choline response; hits give low values. B-score at 10 µM. 310,000 compounds, 0.86% hits. AID 488975;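 active means B-score over 3 SD under the library average, and starting fluorescence ratio not unusually high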;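 further: choline stimulus applied at its EC90 after an EC20 pre-addition; B-score computed on integrated fluorescence ratio after choline addition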
Target sequence (Q9GZV3 whole entry, looked up): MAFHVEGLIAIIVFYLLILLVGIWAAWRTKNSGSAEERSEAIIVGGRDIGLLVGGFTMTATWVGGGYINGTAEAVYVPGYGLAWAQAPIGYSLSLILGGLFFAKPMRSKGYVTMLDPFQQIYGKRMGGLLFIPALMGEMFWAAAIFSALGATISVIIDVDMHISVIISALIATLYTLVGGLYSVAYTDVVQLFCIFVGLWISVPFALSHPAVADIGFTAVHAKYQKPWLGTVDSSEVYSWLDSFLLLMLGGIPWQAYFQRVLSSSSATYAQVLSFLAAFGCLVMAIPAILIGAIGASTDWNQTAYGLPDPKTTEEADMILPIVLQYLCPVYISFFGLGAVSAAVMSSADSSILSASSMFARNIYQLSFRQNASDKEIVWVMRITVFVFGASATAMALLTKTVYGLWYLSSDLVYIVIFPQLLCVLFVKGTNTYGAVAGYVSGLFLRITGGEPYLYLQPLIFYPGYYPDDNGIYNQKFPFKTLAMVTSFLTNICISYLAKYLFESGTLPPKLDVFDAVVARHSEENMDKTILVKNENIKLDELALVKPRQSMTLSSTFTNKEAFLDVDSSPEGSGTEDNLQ
CHT PAM = allosteric activators of human choline transporter CHT. Q9GZV3. CHT-expressing cells, membrane potential dye, choline EC20; hits give high values; LV-AA mutant CHT in HEK293 cells. B-score at 10 µM. 310,000 compounds, 0.49% hits. AID 488977;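 active means initial fluorescence not abnormally high and integrated response B-score, plate-corrected, over 3 SD above library mean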
STK33 inh = blocks human STK33 kinase activity | Q9BYT3 | purified STK33, MBP phosphorylation, ADP-Glo luminescence | inhibition, % at 10 µM | 320,000 compounds, 0.073% hits;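 active means inhibition at or above 25%, using the most active replicate where run in duplicate; inactive means inhibition below 25%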
Target sequence (Q9BYT3 whole entry, looked up): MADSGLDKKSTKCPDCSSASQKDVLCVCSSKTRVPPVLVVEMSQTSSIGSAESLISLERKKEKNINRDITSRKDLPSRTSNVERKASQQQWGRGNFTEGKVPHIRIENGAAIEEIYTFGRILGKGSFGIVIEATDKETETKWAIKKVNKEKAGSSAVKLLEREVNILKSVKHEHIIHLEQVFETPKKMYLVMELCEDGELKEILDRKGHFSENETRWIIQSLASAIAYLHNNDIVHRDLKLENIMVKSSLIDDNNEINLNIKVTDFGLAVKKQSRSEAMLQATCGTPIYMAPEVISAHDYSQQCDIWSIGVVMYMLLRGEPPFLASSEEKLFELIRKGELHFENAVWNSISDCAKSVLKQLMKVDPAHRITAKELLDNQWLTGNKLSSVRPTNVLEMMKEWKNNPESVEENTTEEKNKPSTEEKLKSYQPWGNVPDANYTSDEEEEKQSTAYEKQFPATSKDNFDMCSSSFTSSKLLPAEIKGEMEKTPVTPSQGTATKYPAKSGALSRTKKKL
The depositor's hits bear a star.

Results for CCOc1ccc2nc(NC(=O)C(NS(=O)(=O)c3cccs3)C(C)C)sc2c1 (stereo not drawn) ?
CHT block: inactive; CHT PAM: inactive; STK33 inh: 1.0

Results for Cc1nn(C)c(Oc2ccccc2)c1CCNC(=O)C(C)(C)C ?
CHT block: inactive; CHT PAM: inactive; STK33 inh: -0.4

What do the screens show for `COc1cccc(N(CC(=O)NC2CCCCC2)C(=O)CCCC(=O)Nc2ccccn2)c1`?
CHT block: inactive; CHT PAM: inactive; STK33 inh: -0.3

What do the screens show for `Cc1cc(C)n2cc(CSc3nnc(N)s3)nc2n1`?
CHT block: inactive; CHT PAM: inactive; STK33 inh: -0.7

How did Cc1ccccc1NC(=O)C(C#N)Cc1cccnc1 (stereo not drawn) do in these assays?
CHT block: inactive; CHT PAM: inactive; STK33 inh: -0.6

Results for O=C(Nc1ccc(Cl)cc1C(=O)Nc1ccc(Br)cn1)c1ccco1 ?
CHT block: inactive; CHT PAM: inactive; STK33 inh: -1.6

What do the screens show for `COc1ccccc1C(=O)Nc1nc2ccccc2[nH]1`?
CHT block: inactive; CHT PAM: inactive; STK33 inh: 24

What do the screens show for `O=C(NCc1cccs1)c1cc(S(=O)(=O)N2CCOCC2)c(Cl)cc1Cl`?
CHT block: inactive; CHT PAM: inactive; STK33 inh: 1.8

What do the screens show for `Cc1nc(NC(=O)CCc2ccccc2)ccc1Br`?
CHT block: inactive; CHT PAM: inactive; STK33 inh: -1.8

What do the screens show for `Cc1sc(-c2ccccn2)nc1OC(=O)c1ccc(F)cc1F`?
CHT block: inactive; CHT PAM: inactive; STK33 inh: -0.3

Results for CC(=O)NC(CC(=O)N(Cc1ccccc1)c1ccc(C)cc1)c1ccccc1 (stereo not drawn) ?
CHT block: inactive; CHT PAM: inactive; STK33 inh: -0.5

Results for O=C(NCc1ccccn1)c1ccc(Cl)c(S(=O)(=O)N2CCCCC2)c1 ?
CHT block: inactive; CHT PAM: inactive; STK33 inh: -1.2

What do the screens show for `COc1cc(C(=O)O/N=C(\N)c2cccc([N+](=O)[O-])c2)cc(OC)c1OC`?
CHT block: inactive; CHT PAM: inactive; STK33 inh: 0.5

How did COc1ccc(-n2ccnc2SCC(=O)Nc2cc(C)on2)cc1 do in these assays?
CHT block: inactive; CHT PAM: inactive; STK33 inh: -3.7

What do the screens show for `CSCCC(NC(=O)c1cc(C(C)(C)C)oc1C)C(=O)O` (stereo not drawn)?
CHT block: inactive; CHT PAM: inactive; STK33 inh: -1.5

What do the screens show for `Cc1c(C(=O)N(C)C)sc(NC(=O)c2cccc([N+](=O)[O-])c2)c1C#N`?
CHT block: inactive; CHT PAM: inactive; STK33 inh: -1.0

What do the screens show for `CCOc1ccc(NC2OC(CO)C(O)C(O)C2O)c([N+](=O)[O-])c1` (stereo not drawn)?
CHT block: inactive; CHT PAM: inactive; STK33 inh: -0.6

How did CN(Cc1ccccc1)Cc1nc2c(c(=O)n(C)c(=O)n2C)n1Cc1ccc(Cl)cc1 do in these assays?
CHT block: inactive; CHT PAM: inactive; STK33 inh: -0.2

Results for CCOC(=O)c1c(C)nc2sc3c(=O)n(-c4ccc(C(C)=O)cc4)nnc3c2c1-c1ccc(OC)cc1 ?
CHT block: inactive; CHT PAM: inactive; STK33 inh: -2.5

How did O=C(O)c1ccc(CS(=O)(=O)Cc2ccccc2F)o1 do in these assays?
CHT block: inactive; CHT PAM: inactive; STK33 inh: -0.3

How did CCN(CC)S(=O)(=O)c1ccc2oc(SCC(=O)Nc3cc(C)on3)nc2c1 do in these assays?
CHT block: inactive; CHT PAM: inactive; STK33 inh: -0.5

Results for COc1ccc(OC)c(NC(=O)c2cc3n(n2)C(C(F)(F)F)CC(c2ccc4c(c2)OCO4)N3)c1 (stereo not drawn) ?
CHT block: inactive; CHT PAM: inactive; STK33 inh: -1.2

How did O=C(CN1CCN(c2ccc(F)cc2)CC1)c1cccs1 do in these assays?
CHT block: inactive; CHT PAM: inactive; STK33 inh: -1.0

What do the screens show for `O=C(Cc1ccc(Cl)cc1)N/N=C/c1cccc(O)c1`?
CHT block: inactive; CHT PAM: inactive; STK33 inh: 1.0

What do the screens show for `O=C(O)c1ccc(NC(=S)NC(=O)C(c2ccccc2)c2ccccc2)cc1`?
CHT block: inactive; CHT PAM: inactive; STK33 inh: -1.2

How did Nc1[nH]c(=O)[nH]c(=O)c1N=Nc1cccc(Cl)c1 do in these assays?
CHT block: inactive; CHT PAM: inactive; STK33 inh: -1.1

Results for Cc1cc(C(=O)CN2C(=O)NC(CC(C)C)C2=O)c(C)n1-c1ccccc1F (stereo not drawn) ?
CHT block: inactive; CHT PAM: inactive; STK33 inh: -0.6

Results for Cc1ccc2c(N)c(C#N)sc2n1 ?
CHT block: inactive; CHT PAM: inactive; STK33 inh: 1.0

What do the screens show for `O=C(Nc1ccc(N2CCOCC2)cc1)C1CCCN(S(=O)(=O)c2ccccc2)C1` (stereo not drawn)?
CHT block: inactive; CHT PAM: inactive; STK33 inh: -2.5

What do the screens show for `O=C(O)/C=C/C(=O)Nc1ccccc1C(=O)Nc1ccccc1`?
CHT block: inactive; CHT PAM: inactive; STK33 inh: -1.6

Results for Cc1nonc1NC(=O)CSc1ccccn1 ?
CHT block: inactive; CHT PAM: inactive; STK33 inh: -0.5

What do the screens show for `Cc1cc(=O)oc2ccc(OC(C)C(=O)O)cc12` (stereo not drawn)?
CHT block: inactive; CHT PAM: inactive; STK33 inh: -0.8

How did CC(=O)N(C)c1ccc(NC(=O)c2cnn(C)c2)cc1 do in these assays?
CHT block: inactive; CHT PAM: inactive; STK33 inh: 1.4

How did CC(NC(=O)c1cc(-c2ccccn2)nc2ccc(Cl)cc12)C1CCCO1 (stereo not drawn) do in these assays?
CHT block: inactive; CHT PAM: inactive; STK33 inh: -0.4

How did COc1ccc(C(=O)N2CCOC2CNC(=O)C(=O)NCc2ccc(F)cc2)cc1 (stereo not drawn) do in these assays?
CHT block: inactive; CHT PAM: inactive; STK33 inh: -1.1

Results for O=C(NC1CCCCCC1)C1CCN(S(=O)(=O)c2cnc[nH]2)CC1 ?
CHT block: inactive; CHT PAM: inactive; STK33 inh: -1.8

What do the screens show for `COc1nc(N=C(N)N)nc2c(C)cccc12`?
CHT block: inactive; CHT PAM: 8.2*; STK33 inh: 2.0

Results for O=[N+]([O-])c1ccccc1CCc1cnc(Cl)s1 ?
CHT block: inactive; CHT PAM: inactive; STK33 inh: -2.4

Results for Cc1cccc(OCCn2cnc(Cl)c2Cl)c1 ?
CHT block: inactive; CHT PAM: inactive; STK33 inh: -0.1

Results for O=c1[nH]c(=S)[nH]c2nc(-c3cccs3)cc(C(F)(F)F)c12 ?
CHT block: inactive; CHT PAM: inactive; STK33 inh: -4.2

How did O=C(COC(=O)/C=C/c1ccco1)Nc1ccc(F)cc1Cl do in these assays?
CHT block: inactive; CHT PAM: inactive; STK33 inh: 1.0

How did C=C(C)c1cccc(C(C)(C)NC(=O)N2CCN(c3ccc(OC)cc3)CC2)c1 do in these assays?
CHT block: inactive; CHT PAM: inactive; STK33 inh: 7.1

Results for COc1ccc(C)cc1N(CC(=O)N/N=C/c1ccc2c(c1)OCO2)S(C)(=O)=O ?
CHT block: inactive; CHT PAM: inactive; STK33 inh: 0.9

How did COn1c(C)c(C(C)=O)c2c3nonc3ccc21 do in these assays?
CHT block: inactive; CHT PAM: inactive; STK33 inh: -0.2

Results for COCCCN1C(=O)CC(C(=O)OC)=C1C ?
CHT block: inactive; CHT PAM: inactive; STK33 inh: -0.4

What do the screens show for `Cn1nc(-c2ccccc2)c(C#N)c1Sc1cccc(Cl)c1`?
CHT block: inactive; CHT PAM: inactive; STK33 inh: -3.6

How did O=[N+]([O-])c1ccc(-c2ccc(/C=N/Nc3nc(NCc4ccccc4)nc(N4CCOCC4)n3)o2)cc1 do in these assays?
CHT block: inactive; CHT PAM: inactive; STK33 inh: 0.3

Results for COc1cc(CNC(=O)CCn2nc(C)c3c(C)n(-c4ccccc4)nc3c2=O)cc(OC)c1OC ?
CHT block: inactive; CHT PAM: inactive; STK33 inh: -4.3

What do the screens show for `CCN(CC)C(=O)c1sc(NC(=S)N2CCN(C(=O)C3CCCO3)CC2)c(C(=O)OC)c1C` (stereo not drawn)?
CHT block: inactive; CHT PAM: inactive; STK33 inh: 0.5

How did CN(c1cccc(NC(=O)c2ccc(Cl)c(S(=O)(=O)N3CCOCC3)c2)c1)S(C)(=O)=O do in these assays?
CHT block: inactive; CHT PAM: inactive; STK33 inh: -2.3

An excerpt from above in order of SMILES length, rising.
Results for Cc1cccc(OCCn2cnc(Cl)c2Cl)c1 ?
CHT block: inactive; CHT PAM: inactive; STK33 inh: -0.1

How did COn1c(C)c(C(C)=O)c2c3nonc3ccc21 do in these assays?
CHT block: inactive; CHT PAM: inactive; STK33 inh: -0.2

What do the screens show for `O=C(Cc1ccc(Cl)cc1)N/N=C/c1cccc(O)c1`?
CHT block: inactive; CHT PAM: inactive; STK33 inh: 1.0

How did CC(=O)N(C)c1ccc(NC(=O)c2cnn(C)c2)cc1 do in these assays?
CHT block: inactive; CHT PAM: inactive; STK33 inh: 1.4

What do the screens show for `Cc1sc(-c2ccccn2)nc1OC(=O)c1ccc(F)cc1F`?
CHT block: inactive; CHT PAM: inactive; STK33 inh: -0.3

Results for O=C(NC1CCCCCC1)C1CCN(S(=O)(=O)c2cnc[nH]2)CC1 ?
CHT block: inactive; CHT PAM: inactive; STK33 inh: -1.8

How did C=C(C)c1cccc(C(C)(C)NC(=O)N2CCN(c3ccc(OC)cc3)CC2)c1 do in these assays?
CHT block: inactive; CHT PAM: inactive; STK33 inh: 7.1

Results for COc1ccc(C)cc1N(CC(=O)N/N=C/c1ccc2c(c1)OCO2)S(C)(=O)=O ?
CHT block: inactive; CHT PAM: inactive; STK33 inh: 0.9

How did O=[N+]([O-])c1ccc(-c2ccc(/C=N/Nc3nc(NCc4ccccc4)nc(N4CCOCC4)n3)o2)cc1 do in these assays?
CHT block: inactive; CHT PAM: inactive; STK33 inh: 0.3

Following part:
Results for COc1ccc(N(CCC(=O)Nc2ccccc2F)S(=O)(=O)c2ccc(C)cc2C)cc1 ?
CHT block: inactive; CHT PAM: inactive

What do the screens show for `CC(=O)CSc1ncnc2c1oc1ccccc12`?
CHT block: inactive; CHT PAM: inactive; STK33 inh: -0.3

What do the screens show for `CCOC(=O)C(NC(=O)Nc1ccc(Cl)cn1)(Oc1ccccc1)C(F)(F)F` (stereo not drawn)?
CHT block: inactive; CHT PAM: inactive; STK33 inh: -2.6

What do the screens show for `O=S(=O)(c1cccs1)N1CN(Cc2cccs2)c2nc3ccccc3nc21`?
CHT block: inactive; CHT PAM: inactive; STK33 inh: -0.6

What do the screens show for `CC(=O)NC1(C(Cl)(Cl)Cl)Oc2ccccc2O1`?
CHT block: inactive; CHT PAM: inactive; STK33 inh: -1.4

What do the screens show for `CCN(CC)c1nc2nonc2nc1N(CC)CC`?
CHT block: inactive; CHT PAM: inactive; STK33 inh: -2.0

How did CCOC(=O)C1CCN(C(=O)C2CCN(S(=O)(=O)N3CCCC3)CC2)CC1 do in these assays?
CHT block: inactive; CHT PAM: inactive; STK33 inh: -2.4

What do the screens show for `CCc1cccc(NC(=O)CC2Oc3ccccc3NC2=O)c1` (stereo not drawn)?
CHT block: inactive; CHT PAM: inactive; STK33 inh: 0.0

What do the screens show for `NC(=O)CSc1nnc(COc2ccccc2)n1N`?
CHT block: inactive; CHT PAM: inactive; STK33 inh: 0.1

How did Cc1ccc(S(=O)(=O)Nc2ccc(Cl)cn2)cc1 do in these assays?
CHT block: inactive; CHT PAM: inactive; STK33 inh: -1.3

How did N=c1c(S(=O)(=O)c2ccc(Cl)cc2)cc2c(=O)n3ccccc3nc2n1C1CCCC1 do in these assays?
CHT block: inactive; CHT PAM: inactive; STK33 inh: 0.5

What do the screens show for `C=CCn1c(SCC(=O)N2CCN(c3ccc(F)cc3)CC2)nnc1-c1cccs1`?
CHT block: inactive; CHT PAM: inactive; STK33 inh: -0.2

What do the screens show for `Cc1ccc(NC(=O)CN(C)Cc2cccs2)cc1Cl`?
CHT block: inactive; CHT PAM: inactive; STK33 inh: -1.0

Results for C=CCNS(=O)(=O)c1cccc(C(C)=O)c1 ?
CHT block: inactive; CHT PAM: inactive; STK33 inh: -0.1

Results for CCCCOC(=O)Oc1ccc2c(=O)c(Oc3cccc(C)c3)coc2c1 ?
CHT block: inactive; CHT PAM: inactive; STK33 inh: 0.1

What do the screens show for `C=CCC(NCc1ccco1)c1ccc(OC)cc1OC` (stereo not drawn)?
CHT block: inactive; CHT PAM: inactive; STK33 inh: -1.8

Results for CCOC(=O)c1ccc(N2C(=O)C(CC(N)=O)N(NC(=O)c3cccc(F)c3)C2=S)cc1 (stereo not drawn) ?
CHT block: inactive; CHT PAM: inactive; STK33 inh: -0.6

Results for CN(C)c1ccc(CNC(=O)C2CCC(CNc3c(N4CCCCC4)c(=O)c3=O)CC2)cc1 (stereo not drawn) ?
CHT block: inactive; CHT PAM: inactive; STK33 inh: 1.8

What do the screens show for `COc1ccc(C2CC(=O)C3=C(C2)Nc2ncnn2C3c2ccccc2C)cc1` (stereo not drawn)?
CHT block: inactive; CHT PAM: inactive; STK33 inh: -3.1

Results for S=C(NCCC(c1ccccc1)c1ccccc1)Nc1ccccc1Cl ?
CHT block: inactive; CHT PAM: inactive; STK33 inh: -3.5

What do the screens show for `Cc1ccc(S(=O)(=O)N(C)CC(=O)O/N=C(\N)c2cccnc2)cc1`?
CHT block: inactive; CHT PAM: inactive; STK33 inh: -0.5

What do the screens show for `c1ccc(CN=C2NN=C(c3ccccc3)CS2)cc1`?
CHT block: inactive; CHT PAM: inactive; STK33 inh: 0.6

Results for CCN(CC)CCCN(Cc1cc2cc3c(cc2[nH]c1=O)OCCO3)C(=O)Nc1ccc(F)cc1 ?
CHT block: inactive; CHT PAM: inactive; STK33 inh: -0.5
